Abeta yeast res = compounds reversing amyloid beta toxicity in yeast; AID 1347071; 410,000 compounds, 0.063% hits; Potency, µM (titrated, usually from 46.1 µM), without a hit: at the top dose growth rescue, usual class: activators; yeast expressing A-beta42, growth rescue, OD600, 48 h; response scale: 0% DMSO, 100% iron-clioquinol control; further: potency means the concentration at half of the fitted maximal effect; nearly all actives have a fitted effect of over 55% in size
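Growth rescue measured by 600 nm absorbance after 48 h yeast culture at 30 C with compound. Values normalized between DMSO and an equimolar ferric chloride plus clioquinol control.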
TDP-43 yeast inh = inhibitors of TDP-43 toxicity in yeast; Potency, µM (top dose mostly 46.1 µM), for the others: at the highest dose growth rescue (activation), hits mostly activators; AID 652104; TDP-43 expressing yeast growth rescue, BacTiter-Glo, 24 h; 410,000 compounds, 1.8% hits; further: potency means the concentration at half of the fitted maximal effect; % of control where 0% means no effect; nearly all actives have a fitted effect of over 50% in size
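Yeast cells expressing TDP-43 under galactose induction are exposed to compounds for 24 hr at 30 deg C. BacTiter-Glo luminescence measures growth, so protective compounds score as activators.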
EPAC2 agonist = activates human EPAC2 exchange factor; Q8WZA2; EPAC2 activation, biochemical qHTS; response scale: 100% = 6.5 mM cAMP response; Potency, µM (highest dose often 154 µM), for the others: top-dose activation, hits mostly activators; 360,000 compounds, 0.079% hits; further: potency means the concentration at half of the fitted maximal effect; nearly all actives have a fitted effect of over 50% in size
Target sequence (Q8WZA2 whole entry, looked up): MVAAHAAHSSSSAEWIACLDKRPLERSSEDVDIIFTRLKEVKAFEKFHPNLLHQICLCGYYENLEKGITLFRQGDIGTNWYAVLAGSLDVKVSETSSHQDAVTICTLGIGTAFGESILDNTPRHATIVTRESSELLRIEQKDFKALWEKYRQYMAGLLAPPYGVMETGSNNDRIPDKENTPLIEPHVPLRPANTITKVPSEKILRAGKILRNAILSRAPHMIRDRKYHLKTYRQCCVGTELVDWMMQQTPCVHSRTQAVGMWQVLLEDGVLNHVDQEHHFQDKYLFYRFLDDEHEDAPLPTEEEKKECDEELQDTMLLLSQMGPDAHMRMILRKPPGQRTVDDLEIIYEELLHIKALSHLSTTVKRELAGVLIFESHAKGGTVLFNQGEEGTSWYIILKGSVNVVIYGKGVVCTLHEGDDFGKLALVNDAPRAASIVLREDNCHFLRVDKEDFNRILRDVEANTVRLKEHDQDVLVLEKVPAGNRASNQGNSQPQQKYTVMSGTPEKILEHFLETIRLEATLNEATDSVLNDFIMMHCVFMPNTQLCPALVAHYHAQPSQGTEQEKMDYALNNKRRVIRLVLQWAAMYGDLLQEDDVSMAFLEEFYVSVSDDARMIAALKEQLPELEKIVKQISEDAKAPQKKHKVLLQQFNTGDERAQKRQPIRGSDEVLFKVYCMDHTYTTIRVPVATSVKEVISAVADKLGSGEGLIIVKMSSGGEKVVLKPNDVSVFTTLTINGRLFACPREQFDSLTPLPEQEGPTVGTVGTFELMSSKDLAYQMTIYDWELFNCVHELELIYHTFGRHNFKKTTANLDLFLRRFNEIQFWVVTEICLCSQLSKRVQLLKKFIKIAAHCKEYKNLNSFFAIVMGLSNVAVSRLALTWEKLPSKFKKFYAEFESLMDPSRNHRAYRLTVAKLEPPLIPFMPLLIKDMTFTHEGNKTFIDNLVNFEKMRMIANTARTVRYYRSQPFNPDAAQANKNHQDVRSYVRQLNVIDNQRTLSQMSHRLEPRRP
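qHTS, titration series. 100 nM EPAC2 / 250 nM Rap1B-BODIPY-GDP / 50 uM GDP; RT; ex 480/em 540 nm, 5-min reads to 30 min. Norm. to 6.5 mM cAMP = activation.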
FUS yeast rescue = rescues growth of FUS-expressing yeast; S. cerevisiae FUS-expressing, growth rescue, OD600, 24 h; Potency, µM (doses to about 76.6 µM), without a hit: top-dose growth rescue (activation), usual class: activators; 390,000 compounds, 0.24% hits;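 further: potency means the concentration at half of the fitted maximal effect; plate controls were DMSO vehicle for no effect and reference control for full effect; nearly all actives have a fitted effect of over 55% in size; some results filed as inactive show a strong effect at the top dose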
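Galactose (2%) drives FUS expression in yeast precultured in raffinose; seeding density OD 0.005. Test compounds incubated 24hr at 30C and 99% humidity before absorbance at 600 nm was measured.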
EPAC2 antagonist = blocks human EPAC2 exchange factor; Q8WZA2; EPAC2 GEF exchange of Rap1B-BODIPY-GDP, fluorescence; AID 720708; 360,000 compounds, 0.18% hits; Potency, µM (titrated, usually from 114 µM), for inactives: at the highest dose activity, negative = inhibition, hits mostly inhibitors; further: potency means the concentration at half of the fitted maximal effect; on the % scale 0 is the no-effect control and ±100 the full control effect; nearly all actives have a fitted effect of over 45% in size; many of its hits are not listed in these tables
aSyn rescue = inhibitors of alpha-synuclein toxicity in yeast; Potency, µM (top dose mostly 46.1 µM), for the others: at the top dose growth rescue (activation), hits mostly activators; Yeast expressing alpha-synuclein, growth rescue, BacTiter-Glo, 24 h; 370,000 compounds, 0.14% hits; further: potency means the concentration at half of the fitted maximal effect; % of control where 0% means no effect; nearly all actives have a fitted effect of over 65% in size
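Screening used galactose-induced yeast with toxic alpha-synuclein levels, exposed to compound for 24 hr at 30 deg C. Cell growth, read with BacTiter-Glo luminescence, gave the measured signal.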
DRD3 antagonist = D3 dopamine receptor (human) antagonism | P35462 | D3R cells, DiscoveRx beta-arrestin luminescence, antagonist mode; active compounds read low | max response, negative = inhibition, % | 360,000 compounds, 2.5% hits | AID 652054; in the data active means max response below about -50%; inconclusive means no clear call, values can overlap the other calls; further: on the % scale 0 is the no-effect control and ±100 the full control effect; mostly tested at two doses, the higher about 12 µM
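Cells plated overnight at 1500 cells/well, then exposed to library compounds with dopamine controls for 90 minutes at 37 degrees C. DiscoveRx reagent added for 30–60 minutes at room temperature; luminescence read, quantitative HTS format.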
D3 ag = D3 dopamine receptor (human) agonism; P35462; D3R DiscoveRx beta-arrestin cells, luminescence, 90 min; max activation, %; 410,000 compounds, 0.58% hits; AID 652048; in the data active means max activation above about 30%; further: 0% is about no effect; mostly tested at two doses, the higher about 12 µM
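Cells at 1500/well, incubated overnight, then treated with pinned compounds (dopamine as control) for 90 min at 37 degrees C. DiscoveRx reagent added for 30 - 60 minutes at room temperature; luminescence read.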
An asterisk follows results filed as active; ? = inconclusive; nt = no result given; [ ] = remark or other dose. Unless noted, the call rests on the fitted dose curve; in most records, active means well fitted curve in the direction sought with a large enough effect; inconclusive means small, poorly fitted or top-dose-only effect, or another doubt; inactive means no such curve, though single readings can be large; an effect the other way counts as inactive or inconclusive. Only part of the results is shown; the hit share may differ from the screen's.

SMILES	Abeta yeast res	TDP-43 yeast inh	EPAC2 agonist	FUS yeast rescue	EPAC2 antagonist	aSyn rescue	DRD3 antagonist	D3 ag
O=c1oc2ccccc2c(NCc2ccccc2F)c1[N+](=O)[O-]	12%	-10%	9%	14%	-11%	-1%	-25	-1
Nc1nc(-c2ccccn2)nc(N)c1Cc1ccc(Cl)cc1Cl	20%	-9%	8%	28%	-2%	-1%	-26	-17
O=C(OCC(=O)N1CCCC1)c1cc(Cl)ccc1[N+](=O)[O-]	-7%	-7%	7%	-4%	-3%	-6%	-7	-2
Cc1cccc(NC2=CC(c3cccc(Br)c3)N(c3cccc(C)c3)C2=O)c1 (stereo unspecified)	0%	0%	nt	12%	nt	nt	nt	-2
COc1ccc(-c2noc(CCC(=O)Nc3ccc4c(c3)OCCO4)n2)cc1	13%	?	3%	7%	-1%	-1%	0	14
CCn1c(Cc2ccccc2)nnc1SCC(=O)N1CCCCC1	4%	11%	4%	5%	7%	4%	13	5
CCN(CCNC(=O)CN1CCN(Cc2ccc(Cl)cc2)C1=O)c1ccccc1	?	15%	-38%[inhibitor]	17%	-7%	5%	-5	2
Cc1cc(NS(=O)(=O)c2ccccc2)c([N+](=O)[O-])cc1C	-36%[inhibitor]	?	-4%	nt	-30%	11%	-52*	-4
CSc1nc2c(c(=O)[nH]1)C(c1ccc(Br)cc1)CC(=O)N2 (stereo unspecified)	-5%	-10%	1%	0%	3%	-1%	27	17
COc1ccc(NC(=O)Nc2ccon2)cc1OC	-2%	-7%	9%	24%	4%	-4%	-3	4
COc1cccc(CNC(=O)c2ccc3c(c2)N(Cc2ccc(C(F)(F)F)cc2)C(=O)c2ccccc2S3)c1OC	-10%	8%	nt	?	nt	nt	nt	-12
O=C(N/N=C/c1ccc(O)cc1O)NC12CC3CC(CC(C3)C1)C2	0%	-4%	4%	-7%	1%	13%	?	-15

Four neighbouring records out of the list so far, quoted:
SMILES	Abeta yeast res	TDP-43 yeast inh	EPAC2 agonist	FUS yeast rescue	EPAC2 antagonist	aSyn rescue	DRD3 antagonist	D3 ag
COc1ccc(-c2noc(CCC(=O)Nc3ccc4c(c3)OCCO4)n2)cc1	13%	?	3%	7%	-1%	-1%	0	14
CCn1c(Cc2ccccc2)nnc1SCC(=O)N1CCCCC1	4%	11%	4%	5%	7%	4%	13	5
CCN(CCNC(=O)CN1CCN(Cc2ccc(Cl)cc2)C1=O)c1ccccc1	?	15%	-38%[inhibitor]	17%	-7%	5%	-5	2
Cc1cc(NS(=O)(=O)c2ccccc2)c([N+](=O)[O-])cc1C	-36%[inhibitor]	?	-4%	nt	-30%	11%	-52*	-4

New compounds follow:
SMILES	Abeta yeast res	TDP-43 yeast inh	EPAC2 agonist	FUS yeast rescue	EPAC2 antagonist	aSyn rescue	DRD3 antagonist	D3 ag
COCCC(=O)Nc1c(-c2ccccc2)c2cc(Br)ccc2[nH]c1=O	28%	12%	12%	1%	7%	1%	-5	4
COc1cc(/C=N/N2CCN(c3ccccc3)CC2)ccc1OC(C)=O	3%	16%	3%	-34%	-12%	-15%	8	3
Cc1ccc(C)c(N2N=C(C(=O)O)CCC2=O)c1	2%	4%	5%	-28%	1%	-4%	-5	-4
O=C(N=C1SC2CS(=O)(=O)CC2N1c1cccc(Cl)c1)C1CCCO1 (stereo unspecified)	4%	5%	13%	8%	-9%	-2%	8	2
Cc1ccc(CSc2nnc(CCCCCNC(=O)OC(C)(C)C)o2)cc1	7%	4%	6%	?	2%	11%	-9	10
CN(C(=O)c1cccc(NC(=O)Cc2ccc([N+](=O)[O-])cc2)c1)C1CC1	3%	8%	3%	34%	9%	2%	-21	-11
O=C(COc1cccc2c1CCNC2=O)Nc1cccc(F)c1	-2%	-23%	6%	6%	3%	7%	2	-1
COc1ccc(CCNC(=O)c2ccc(CS(=O)Cc3ccc(C)cc3)o2)cc1OC (stereo unspecified)	15%	4%	-1%	-8%	8%	-8%	15	0
Cc1cc(O)c(C=Nc2ccc(N3CCOCC3)cc2)c(C)c1Cl	4%	-24%	-123%[inhibitor]	2%	-6%	-7%	-2	-3
COc1ccc(Br)cc1CNc1ccc2[nH]c(=O)[nH]c2c1	6%	3%	3%	-11%	-13%	4%	16	8
CCCCCCn1c(CN2CCN(Cc3ccccc3)CC2)nc2c1c(=O)n(C)c(=O)n2C	4%	17%	-12%	17%	-6%	-1%	-52*	-1
Cc1cccc(NC(=S)N(CCN(C)C)C(C)c2ccccn2)c1 (stereo unspecified)	1%	-11%	-1%	21%	7%	-11%	-13	9
CCC1=C(OC(=O)N(CC)CC)N2C(=O)OC(=NCCOC)[C@]2(Cc2ccccc2)[C@H]2C1=CC[C@H]1C(=O)NC(=O)[C@H]12	-8%	-21%	0%	41%	8%	0%	0	-3
CC(C)(C)c1ccc(NC(=O)COC(=O)C2=COCCO2)cc1	32%	12%	5%	6%	6%	2%	-5	4
Cc1c([N+](=O)[O-])cc(C(=O)Nc2ccc3ncccc3c2)cc1[N+](=O)[O-]	-2%	3%	6%	-5%	-3%	-2%	-21	-8
CC(=O)c1cccc(CN2CCC(n3nccc3NC(=O)CCOc3ccccc3)CC2)c1	9%	2%	-5%	10%	12%	-3%	-2	-6
COC(=O)c1scc(-c2ccc(C)cc2)c1S(=O)(=O)Nc1cccc(Cl)c1C	-6%	15%	nt	39%	nt	nt	nt	-3
Cc1ccc(S(=O)(=O)N(Cc2nc(-c3cccc(C)c3)no2)C2CCCCC2)cc1	-33%	2%	nt	6%	nt	nt	nt	-2
COc1ccc(C2=NS(=O)(=O)N(C)C(C(=O)NCc3ccc4c(c3)OCO4)=C2)cc1	16%	15%	3%	44%	-3%	-1%	-7	-5
O=C(CC1CC2CCC1C2)NCCc1ccc(Cl)cc1 (stereo unspecified)	6%	7%	-2%	-4%	-9%	7%	-12	-10
COc1ccc(OC)c(C(=O)c2coc3ccc(OC)cc23)c1	12%	?	8%	11%	-21%	16%	41	-4
COC(=O)c1sc(N)c(C(=O)OC)c1CSc1nc2sc3c(c2c(=O)n1C)CCC3	-4%	16%	2%	17%	-4%	2%	-15	-1
COc1ccc(N2C(=O)CCC(C(=O)NCc3ccccn3)C2c2ccc(F)cc2)cc1 (stereo unspecified)	12%	17%	10%	15%	2%	2%	26	4
Cc1ccc(S(=O)(=O)Nc2c(C)nc3nc[nH]n3c2=O)c(C)c1	-1%	-17%[9.22 µM]	10%	15%	-11%	-7%	-19	4
Cn1c(SCCN2CCCCC2)nnc1-c1ccccc1Br	5%	-6%	-4%	-8%	8%	-7%	-63*	-4
O=C(NCc1ccco1)Nc1cccc(-c2ccccc2)c1	-8%	-8%	4%	10%	2%	-2%	-5	-14
Nc1ncnc2c1ncn2[C@@H]1O[C@H](C(=O)N[C@H]2c3ccccc3C[C@H]2O)[C@@H](O)[C@H]1O	-13%	3%	1%	-8%	3%	-3%	-10	-4
CCn1cc(CNC(=O)C2C3CCC(C3)C2C(=O)O)cn1 (stereo unspecified)	-1%	-7%	-4%	8%	18%	3%	2	3
CCC(=O)Nc1ccccc1-c1nc2ccccc2n(C(C)C(=O)Nc2cccc(Cl)c2C)c1=O (stereo unspecified)	-11%	-1%	nt	-8%	nt	nt	nt	-4
CCOc1ccccc1CNC(=O)C1CCN(Cc2cc3ccccc3n2Cc2ccccc2)CC1	-14%	10%	nt	4%	nt	nt	nt	-14
O=C(NCc1ccccc1Cl)C1CCN(C(=O)c2ccc(F)cc2)CC1	7%	6%	-5%	-39%	26%	-2%	6	-2
N#Cc1c(NC(=O)C2CC(c3c(F)cccc3Cl)=NO2)sc2c1CCC2 (stereo unspecified)	1%	14%	7%	nt	-6%	7%	-14	6
COc1cc(/C=C/C(=O)Nc2nnc(CC(C)(C)C)s2)cc(OC)c1OC	-11%	-84%[inhibitor]	-7%	2%	13%	-9%	0	12
N#Cc1ccccc1OCC(=O)OCC(=O)c1c[nH]c2ccccc12	7%	26%	9%	16%	-11%	-4%[1.84 µM]	-10	1
Oc1cccc2c(NC(=S)Nc3ccc(SC(F)F)cc3)cccc12	-82%[inhibitor]	11µM*	11%	43%	-12%	-21%	-4	-1
O=C(NCCOc1ccc(F)cc1)C1CCC(=O)N(CCCN2CCCC2=O)C1 (stereo unspecified)	-11%	-16%	2%	-4%	2%	6%	-1	-18
CCN(CC)S(=O)(=O)c1ccc(N2CCOCC2)c(NC(=O)C2CSC3(C)CCC(=O)N23)c1 (stereo unspecified)	16%	20%	2%	22%	1%	0%	10	1
N#C/C(=C\c1ccc[nH]1)Sc1nc2ccccc2s1	4%	22µM*	24%	3%	-16%	3%	11	-11
CCOC(=O)c1c(-c2ccc(C)o2)csc1N	-22%	7%	13%	25%	9%	3%	-25	-5
COC(=O)c1cc(C(=O)Nc2nnc(CC(C)C)s2)cc([N+](=O)[O-])c1	1%	14%	12%	-7%	-1%	2%	2	-2
COc1ccc(NS(=O)(=O)c2ccc(NC(=O)c3ccccc3Br)cc2)nn1	-11%	-10%[0.397 µM]	3%	17%	-5%	-3%	-3	3
Cc1cccc(NS(=O)(=O)c2ccc(NS(=O)(=O)c3cccs3)cc2)c1	-3%	-18%	12%	10%	-4%	1%	-11	-4
CC(C)(C)NC(=O)Cn1nc(C(F)(F)F)c2c1CCCC2	11%	?	2%	-12%	5%	9%	-3	10
O=C(CCC(=O)NNC(=O)Nc1ccc(Cl)cc1)NCc1ccccc1	2%	-15%	12%	-8%	-1%	-6%	-12	-11
Cn1cccc1Cc1nnc(SCC(=O)Nc2ccc(F)cc2)n1-c1ccc(F)cc1	4%	8%	12%	?	-8%	1%	12	-7
COc1cccc2cc(C(=O)NCc3ccc(C)cc3)c(=N)oc12	0%	-5%	1%	25%	3%	-3%	-7	-2
COC(=O)[C@]12CCCCC=C1N(CCc1ccc(OC)c(OC)c1)C(=O)[C@H](CC(=O)N1CCC(c3ccccc3)CC1)C2	-6%	?	11%	?	-7%	3%	50	8
COCCOC(=O)c1c(C)nc(SCC(=O)Nc2cccc3ccccc23)c(C#N)c1-c1ccco1	12%	4%	8%	-2%	4%	5%	-65*	-2
COc1cccc(NC(=O)c2nc3nc(C)cc(C(F)F)n3n2)c1	-8%	1%	10%	-10%	14%	-3%	-29	-4
CCn1c(SCC(=O)Nc2ccc3c(c2)OCCO3)nnc1C(C)C	-17%	1%	7%	-13%	-3%	-1%	8	5
CCc1ccccc1NC(=O)C(NS(=O)(=O)c1ccc2c(c1)CCC(=O)N2)c1ccccc1 (stereo unspecified)	-11%	1%	nt	3%	nt	nt	nt	-4
